# PRMT1 inh = PRMT1 methyltransferase inhibitors, primary screen, biochemical, fluorescence polarization. 370,000 compounds, 1.3% hits. Protein arginine N-methyltransferase 1 (Homo sapiens), Q99873. recombinant PRMT1, activity-based probe fluorescence polarization. AID 652257, 2013. inhibition, % at 2.79 µM;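 active = inhibition above about 21% made by adding two undisclosed values, limit read from the data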
# Target sequence (Q99873 whole entry, looked up): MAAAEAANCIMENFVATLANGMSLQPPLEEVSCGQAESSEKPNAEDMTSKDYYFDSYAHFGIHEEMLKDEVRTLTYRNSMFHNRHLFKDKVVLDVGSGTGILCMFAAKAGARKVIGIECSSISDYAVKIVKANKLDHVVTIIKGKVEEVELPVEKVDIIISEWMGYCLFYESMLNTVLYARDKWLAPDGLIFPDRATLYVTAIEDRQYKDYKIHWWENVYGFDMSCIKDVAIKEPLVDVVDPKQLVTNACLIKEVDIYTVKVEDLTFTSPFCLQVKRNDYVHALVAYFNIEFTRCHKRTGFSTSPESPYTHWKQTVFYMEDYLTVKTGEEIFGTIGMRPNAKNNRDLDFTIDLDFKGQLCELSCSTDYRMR
# proKLK7 act = proKLK7 zymogen activators, primary screen, biochemical, fluorescence intensity. Kallikrein-7 (Homo sapiens), P49862. purified proKLK7, EDANS-DABCYL substrate fluorescence; 100% is mature enzyme control, 0% vehicle. activation, % at 7 µM. 370,000 compounds, 0.9% hits. AID 652039, 2013;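 active = activation above the mean of all tested compounds plus 3 SD, computed per campaign excluding outliers beyond control limits, cut at about 13% in these data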
# Target sequence (P49862 whole entry, looked up): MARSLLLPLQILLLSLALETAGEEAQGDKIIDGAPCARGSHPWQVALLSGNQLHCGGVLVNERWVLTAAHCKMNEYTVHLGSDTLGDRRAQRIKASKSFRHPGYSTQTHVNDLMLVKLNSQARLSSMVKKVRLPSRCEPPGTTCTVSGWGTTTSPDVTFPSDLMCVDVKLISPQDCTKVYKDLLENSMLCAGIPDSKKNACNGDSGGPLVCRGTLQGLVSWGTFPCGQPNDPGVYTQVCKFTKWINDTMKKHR
# TCR CD3 inh = inhibitors of human TCR-CD3 interaction, primary screen, biochemical, fluorescence, TAMRA-labeled TCR probe | inhibition, % at 9.4 µM | 360,000 compounds, 0.37% hits | AID 651800, 2012; in the data active = inhibition above about 19%;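 note: recombinant mutant TCR 2C K166C tagged with TAMRA read by polarization; 0% = receptor in buffer alone and 100% = receptor with positive control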
# LEDGF integ inh = blockers of LEDGF/p75-dependent integrase strand transfer – biochemical, TR-FRET, high throughput, primary screen; inhibition, % at 3.7 µM; AID 743269, 2014; HIV-1 integrase (with human LEDGF/p75); 370,000 compounds, 0.64% hits; TR-FRET IN-LEDGF/p75 DNA integration, Eu/Cy5;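 active = inhibition above the screen-wide mean plus 3 SD, cut at about 13% in these data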;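 note: signal is the Cy5 over europium emission ratio at 671 and 618 nm; 0% = plate median of compound wells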
# Tn6 DDE FP = inhibitors of Tn6 peptide binding to fibrin DD(E), primary screen, biochemical, fluorescence polarization, human fibrin, Tn6 probe. Fibrinogen beta chain (Homo sapiens), P02675. Fibrin DD(E) TRITC-Tn6 fluorescence polarization displacement. inhibition, % at 8.3 µM. 370,000 compounds, 0.21% hits;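 active = inhibition above a per-campaign cutoff: mean of compounds within control limits plus 3 SD, cut at about 15% in these data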;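 note: 0% = median of all compound wells on the plate and 100% = blocking peptide control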
# MBD2 DNA inh = inhibitors of MBD2 binding to methylated DNA, primary screen, biochemical, TR-FRET, DNA-binding domain, human; Methyl-CpG-binding domain protein 2 (Homo sapiens), Q9UBB5; MBD2 binding to methylated oligonucleotide; inhibition, % at 4.4 µM; 370,000 compounds, 0.31% hits; in the data active = inhibition above about 13%
# UHRF1 MBD2 ctr = UHRF1 methylated DNA binding inhibitors, primary screen, counter-screen for MBD2 inhibitor project, biochemical, TR-FRET, human UHRF1, single concentration; E3 ubiquitin-protein ligase UHRF1 (Homo sapiens), Q96T88; UHRF1 binding to methylated oligo; inhibition, % at 4.4 µM; 370,000 compounds, 0.75% hits; AID 687016, 2013; in the data active = inhibition above about 21%;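 note: UHRF1 SRA domain binding a hemimethylated CpG hairpin DNA probe; 0% = median of test compound wells and 100% = reference inhibitor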
# DDE Tn7 FP inh = inhibitors of Tn7 peptide binding to fibrin DD(E), primary screen, biochemical, fluorescence polarization, human fibrin, Tn7 probe; inhibition, % at 8.3 µM; 370,000 compounds, 0.13% hits; FP displacement of FITC-Tn7 peptide from fibrin DD(E); 0% = median of compound wells per plate;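 active = inhibition above the mean of compounds falling within the control limits plus 3 SD of them, cut at about 14% in these data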;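 note: 0% = plate median of compound wells and 100% = 10 µM Aha-Tn7 peptide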
#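 Assay system: Fibrin-DD(E) protein isolated from polymerized human fibrin clots; read-out basis: percent inhibition; medium: Tris/NaCl/CaCl2 buffer, pH 7.8; signal: FP measurement; incubation: 10 min plus 3 h, room temperature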
# SIAE primary = human SIAE inhibitors, primary screen, biochemical, fluorescence polarization, FP-Rh probe, 1536-well HTS; 370,000 compounds, 0.69% hits; inhibition, % at 9.66 µM; AID 1053197, 2014; SIAE FP-Rh probe binding;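 active = inhibition above a cutoff: mean of compounds within the control limits plus 3 SD of those, cut at about 17% in these data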;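 note: 0% = plate median of compound wells and 100% = probe without SIAE protein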
# TDP2 absorb = human TDP2 enzyme inhibitors, primary screen, biochemical, epi absorbance, recombinant enzyme | Tyrosyl-DNA phosphodiesterase 2 (Homo sapiens), O95551 | T5PNP hydrolysis, p-nitrophenol absorbance 415 nm | inhibition, % at 12.8 µM | 370,000 compounds, 0.34% hits;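 active = inhibition above the mean of all tested compounds plus 3 SD, set per campaign, cut at about 25% in these data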;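 note: 0% = DMSO with enzyme and 100% = buffer with substrate but no TDP2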
# Target sequence (O95551 whole entry, looked up): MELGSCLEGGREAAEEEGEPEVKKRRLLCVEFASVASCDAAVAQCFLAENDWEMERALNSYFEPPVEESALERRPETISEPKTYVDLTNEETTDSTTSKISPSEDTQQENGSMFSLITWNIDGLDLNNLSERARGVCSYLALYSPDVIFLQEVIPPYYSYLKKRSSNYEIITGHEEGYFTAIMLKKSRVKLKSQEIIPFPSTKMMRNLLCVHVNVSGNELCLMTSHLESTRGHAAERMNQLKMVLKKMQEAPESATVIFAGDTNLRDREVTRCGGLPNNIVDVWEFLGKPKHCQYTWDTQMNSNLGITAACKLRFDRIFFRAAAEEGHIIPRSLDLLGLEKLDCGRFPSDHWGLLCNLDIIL
#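 Assay system: Recombinant human TDP2 | Quantity: 120 nM TDP2 per well | Incubation: 2 h at 37 °C | Signal: Epi absorbance | Evaluation: Percent inhibition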
# The depositor's hits bear a star; & = joins results of further samples.
SMILES,PRMT1 inh,proKLK7 act,TCR CD3 inh,LEDGF integ inh,Tn6 DDE FP,MBD2 DNA inh,UHRF1 MBD2 ctr,DDE Tn7 FP inh,SIAE primary,TDP2 absorb
Cc1[nH]n2c(=O)cc(C(C)C)nc2c1-c1ccccc1,5,-5.8,-10,5,-7,8,5,0,-6,-3
COCCNC(=O)C1Cc2c(-c3cccc(NC(C)=O)c3)ccnc2O1 (configuration not stated),-2,-0.2,-2,-2,7,0,-2,1,7,5
CCc1ccccc1NC(=O)c1onc(C)c1Cl,-5,-0.1,3,2,-1,-6,-1,6,32*,8
O=C(Nc1cccc(C(=O)N2CCCCCC2)c1)c1ccco1,2,-0.1,-1,-5,3,1,6,2,-1,-9
COc1cccc(Cn2cnc3c([N+](=O)[O-])c(C)c(C)cc32)c1,-4,0.1,-1,-1,-1,4,0,-1,-10,3
COc1cc(/C=C/C(=O)OCC(=O)NCc2ccc3c(c2)OCO3)cc(OC)c1OC,-1,0.5,-3,0,-4,-3,-6,1,-10,0
Cc1ccccc1C(=O)N1CCN(c2ccc([N+](=O)[O-])c(N3CCOCC3)c2)CC1,-4,0.5,-5,2,-4,-10,-5,-9,3,-2
O=C(CCc1ccc(Oc2cc([N+](=O)[O-])cc([N+](=O)[O-])c2)cc1)N1CCCCC1,0,0.4,2,-2,-1,-9,-1,6,-1,-3
CSc1ccc(C2NC(=O)c3c(sc4c3CCN(C)C4)N2)cc1 (configuration not stated),6,-1.5,-2,-2,6,-6,-1,-10,4,-4
COc1cc(C)ccc1S(=O)(=O)NC(=O)C1(C)CCN1C(=O)c1ccc(C(F)(F)F)nc1C (configuration not stated),3,-0.5,4,1,11,3,8,6,-11,-1
COc1ccc(-c2cc([N+](=O)[O-])ccc2OCC(=O)N(C)CC(=O)Nc2ccc(C)cc2)cc1,-1,0.3,3,3,-11,1,-4,7,-28,5
O=C(N/N=C/c1cccc2cccnc12)c1ccccc1O,-2,0.8,-11,2,1,-9,-7,3,0,-13
CN(C)c1oc(-c2ccc(Cl)cc2)nc1S(=O)(=O)c1ccccc1,3,0.4,1,1,-1,10,25*,0,0,5
C[C@H]1CN([C@@H](C)CO)C(=O)CCCn2nncc2CO[C@@H]1CN(C)Cc1cccc(O)c1,-1,-0.1,5,-2,8,3,14,3,0,5
CCN(CC)C(=O)COc1cc(C)cc2oc(=O)cc(-c3ccccc3)c12,-2,1.1,8,1,-8,3,-1,-4,-3,-5
COc1ccc(C(=O)OCC(=O)NCC2CCCCC2)cc1S(=O)(=O)N1CCCc2ccccc21,-2,0.7,0,-2,-2,2,2,-2,-4,-5
CCOC(=O)CSc1nnc(CNC(=O)Cc2ccccc2)n1C,-2,0.1,-1,-1,-5,1,0,-9,0,-2
COc1cc(OC)c(N(C)S(=O)(=O)c2cccc(C(=O)OCC(=O)N(C)C3CCCCC3)c2)cc1Cl,0,-0.4,-4,0,9,0,0,-2,-10,-8
COc1ccc(N(C(=O)CNS(=O)(=O)c2ccccc2)C(C(=O)NCc2ccco2)C(C)C)cc1 (configuration not stated),2,-0.1,0,-4,-7,2,7,-5,-3,1
O=C(NCC(c1ccco1)N1CCN(c2ccccc2)CC1)OCc1ccccc1 (configuration not stated),-4,0.1,3,4,0,-5,0,-2,4,4
CC(C)(C)c1cc(Cl)ccc1OCCn1ccnc1,2,0.2,-1,4,4,6,0,-5,0,11
CCN(Cc1ccncc1)C(=O)c1ccc(Br)o1,-1,0.8,13,4,-1,1,0,-1,4,6
CCCc1nnc(NC(=O)CCC(=O)NCc2ccc(OC)cc2)s1,1,-0.4,6,2,5,0,-1,4,-5,2
Cc1ccc(S(=O)(=O)N(C)C)cc1NC(=O)c1cc(=O)c2ccccc2o1,-1,0.2,3,2,1,-2,2,-4,0,7
Cc1cccc(N2C(=O)CC(n3ccnc3)C2=O)c1C (configuration not stated),36*,0.4,-1,3,-8,-1,-1,1,5,-13
COc1ccc2sc3ccccc3c(=O)c2c1,3,-6.7,-1,4,7,3,-5,-4,-8,-2
O=C(NCc1ccc2c(c1)OCO2)C1CCN(c2nccc(C(F)(F)F)n2)CC1,-1,-0.2,5,3,-5,0,2,-8,1,-4
C=CCn1c(=O)c2ccccc2n2c(SCc3nc4ccccc4s3)nnc12,-2,-0.5,5,-1,-2,4,-3,-5,1,9
O=C1NC[C@H](CCCCN2C[C@H](Cc3ccc(O)cc3)N(CC3CCCCC3)C(=O)C2=O)N(CCC2CCCCC2)C1=O,-3,-0.1,0,-1,8,0,0,2,5,9
COC(=O)c1cc(C(=O)c2ccc(Cl)cc2)n2c(=O)/c(=C\N(C)C)sc12,2,0.3,4,1,2,-5,2,-10,-2,0

# Structures above that have an aryl thioether with sulfur outside any ring, in the order listed:
SMILES,PRMT1 inh,proKLK7 act,TCR CD3 inh,LEDGF integ inh,Tn6 DDE FP,MBD2 DNA inh,UHRF1 MBD2 ctr,DDE Tn7 FP inh,SIAE primary,TDP2 absorb
CSc1ccc(C2NC(=O)c3c(sc4c3CCN(C)C4)N2)cc1 (configuration not stated),6,-1.5,-2,-2,6,-6,-1,-10,4,-4
CCOC(=O)CSc1nnc(CNC(=O)Cc2ccccc2)n1C,-2,0.1,-1,-1,-5,1,0,-9,0,-2
C=CCn1c(=O)c2ccccc2n2c(SCc3nc4ccccc4s3)nnc12,-2,-0.5,5,-1,-2,4,-3,-5,1,9

# The listing continues:
SMILES,PRMT1 inh,proKLK7 act,TCR CD3 inh,LEDGF integ inh,Tn6 DDE FP,MBD2 DNA inh,UHRF1 MBD2 ctr,DDE Tn7 FP inh,SIAE primary,TDP2 absorb
Cc1ccc(-n2nnnc2-c2cccc(C)c2)cc1,2,-0.2,-6,-3,-10,4,6,-6,0,18
COc1ccc(C(C(=O)NC2CCCCC2)N(Cc2ccco2)C(=O)c2snc(C(N)=O)c2N)cc1 (configuration not stated),-2,0.3,7,5,2,-6,-2,-2,8,5
Fc1ccc(-n2c(=S)[nH]c3cccnc32)cc1,10,0.0,6,1,-11,1,-1,-7,8,-2
CCc1ccc(CN(C(=O)c2oc3ccccc3c2C)C2CCS(=O)(=O)C2)cc1 (configuration not stated),-2,0.5,9,-2,-2,-2,-1,-10,-6,-11
Cc1ccc(S(=O)(=O)NC(=O)c2ccccc2)cc1C(C)C,2,-0.2,-2,-3,-6,5,0,-1,-2,9
CCN(CC)S(=O)(=O)c1ccc(Cl)c(NC(=O)c2ccccc2C)c1,-1,1.0,0,2,6,-1,-2,-3,7,6
COc1ccc(/C=C2\CCc3ccccc3C2=O)c(OC)c1OC,2,-0.9,1,-3,2,3,2,-4,-2,-8
CCCCc1cc(=O)oc2c(C)c(OCC(=O)NCc3ccccn3)ccc12,2,-0.7,-1,-3,0,-4,3,0,-4,-11
CCN(CC)S(=O)(=O)c1ccc(C)c(NC(=O)Cn2c(=O)cnc3ccccc32)c1,-2,0.3,-2,0,3,-6,-1,3,-10,-7
O=c1cc(CSc2ccc(Cl)cc2)nc2nc[nH]n12,3,0.1,-2,-4,-5,-1,2,9,1,-4
O=S(=O)(NCCCN1CCOCC1)c1ccc(Cl)cc1,0,0.3,7,1,-1,0,0,-6,3,-7
CN1c2ccc(Cl)cc2C(=O)NC1C1CC=CCC1 (configuration not stated),-1,14*,-7,2,-4,2,1,-5,-5,3
CCN1CC(CN(C)Cc2cn(-c3ccc(C)cc3)nc2-c2ccc(F)cc2)CC1=O (configuration not stated),0,0.8,-3,3,8,1,-1,9,-1,-5
COc1ccccc1NC(=O)CSc1nc2sc(C)c(C)c2c(=O)n1C,-2,0.7,8,1,2,2,2,-3,-4,16
COc1ccc(N(C(=O)C(C)C)S(=O)(=O)c2cccs2)cc1,0,0.2,-3,-3,-10,5,14,-5,-8,6
O=C(O)C1C2CCC(O2)C1C(=O)Nc1ccc(Br)cc1F (configuration not stated),2,0.6,-2,5,2,-6,2,1,1,-21
CCCN(C(=O)c1ccc(N2CCCC2=O)cc1)C1CCS(=O)(=O)C1 (configuration not stated),-6,0.2,-2,5,3,1,-2,2,7,-9
C(=C\n1nnc2ccccc21)/c1ccccn1,1,0.4,6,-2,-5,-8,-8,5,0,-1
CC1=Nn2c(nnc2-c2ccccc2F)SC1,0,0.1,2,-2,1,0,0,-4,-1,7
CN(C)S(=O)(=O)c1ccc(C(=O)OCC(=O)N2CC3(C)CC2CC(C)(C)C3)cc1 (configuration not stated),-2,0.6,-4,1,7,2,-2,-9,-4,-11
Cc1nnc(-c2ccc(Cl)cc2)[nH]c1=O,0,-0.5,-2,-2,-7,5,1,4,5,14
O=C(Cc1ccccc1)N1N=C(c2ccncc2)CC1(O)C(F)(F)F (configuration not stated),-3,-0.5,3,-1,1,-2,-1,1,-1,8
COc1cc(C2CC(=O)c3c(O)cc(O)cc3O2)ccc1O (configuration not stated),2,-0.5,7,-1,-7,-3,-6,5,0,3
O=C(N/N=C/c1ccc([N+](=O)[O-])cc1)c1cccc2cc[nH]c12,5,0.3,-7,-7,-7,-1,-2,2,3,0
O=C(CSc1nnc(-c2ccccn2)o1)Nc1ccccc1C(F)(F)F,-2,0.5,-1,-2,6,2,2,-1,-3,-1
O=C(CCNS(=O)(=O)c1ccc(Br)cc1)NCc1ccc(F)cc1,1,0.0,3,-2,9,-2,1,6,2,-6
O=C(O)c1cccc(CSc2nc(-c3ccc(Cl)cc3)cc(C(F)(F)F)n2)c1,-1,0.3,2,-1,5,-4,-1,9,-22,-15
CCN(CC)c1ccc(C(=O)Nn2c(C)nc3ccccc3c2=O)cc1,1,-0.1,-2,0,6,-1,-2,3,-8,-6
COC(=O)c1sccc1NC(=S)N1CCN(c2ccc(F)cc2)CC1,0,0.0,1,-1,0,-2,-2,-2,3,4
O=C(/C=C/c1ccccc1)NCCS(=O)(=O)N1CCN(c2ccccc2)CC1,2,0.0,2,0,-9,-7,-1,-2,3,14
Cc1ccc(NC(=O)CN(C)C(=O)Cn2nnc(-c3ccccc3)n2)cc1,-2,-0.2,5,2,-8,-3,-3,-3,-1,12
Cn1c(=NC(=O)C2CCN(S(=O)(=O)c3cccs3)CC2)sc2ccccc21,-3&0,0.2&0.4,1&-2,-5&1,2&0,0&0,1&9,1&-3,2&2,3&8
